Compound activity deposited in PubChem by several laboratories.
MOR-DOR inv ag = inverse agonists of MOR-DOR heterodimerization, primary screen, cell-based, luminescence; Mu-type opioid receptor (Homo sapiens) + Delta-type opioid receptor (Homo sapiens), …; hit rate 0.21% among 340,000; cell-based MOR-DOR heterodimer luminescence, inverse agonism; AID 504357, 2011; inhibition, % at 9.3 µM; in the data active means inhibition above about 22%, passing the limit was not always enough;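 further: 0% = cells with DMSO and 100% = wells without cells with DMSO; values of inactives mirror those of a sister screen read the other way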
MOR-DOR ag = agonists of OPRM1-OPRD1 heterodimerization, primary screen, cell-based, luminescence | cells | activation, % at 9.3 µM | hit rate 0.3% among 340,000 | AID 504326, 2011; in the data active means activation above about 18%;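 further: 0% = vehicle-treated cells and 100% = reference agonist; values of inactives mirror those of a sister screen read the other way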
Keap1-Nrf2 PPI = Keap1-Nrf2 protein-protein interaction inhibitors, primary screen, biochemical, fluorescence polarization, single point; inhibition, % at 9.4 µM; Keap1 Kelch-Nrf2 peptide fluorescence polarization, 1536-well; hit rate 0.15% among 340,000; Kelch-like ECH-associated protein 1 (Homo sapiens), Q14145; in the data active means inhibition above about 12%;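 further: human Keap1 Kelch domain with fluorescein labeled Nrf2 9mer peptide probe; 0% = neutral control wells and 100% = peptide positive control; higher means more block of Keap1 binding to Nrf2 peptide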
Target sequence (Q14145 whole entry, looked up, the tested form may be a part): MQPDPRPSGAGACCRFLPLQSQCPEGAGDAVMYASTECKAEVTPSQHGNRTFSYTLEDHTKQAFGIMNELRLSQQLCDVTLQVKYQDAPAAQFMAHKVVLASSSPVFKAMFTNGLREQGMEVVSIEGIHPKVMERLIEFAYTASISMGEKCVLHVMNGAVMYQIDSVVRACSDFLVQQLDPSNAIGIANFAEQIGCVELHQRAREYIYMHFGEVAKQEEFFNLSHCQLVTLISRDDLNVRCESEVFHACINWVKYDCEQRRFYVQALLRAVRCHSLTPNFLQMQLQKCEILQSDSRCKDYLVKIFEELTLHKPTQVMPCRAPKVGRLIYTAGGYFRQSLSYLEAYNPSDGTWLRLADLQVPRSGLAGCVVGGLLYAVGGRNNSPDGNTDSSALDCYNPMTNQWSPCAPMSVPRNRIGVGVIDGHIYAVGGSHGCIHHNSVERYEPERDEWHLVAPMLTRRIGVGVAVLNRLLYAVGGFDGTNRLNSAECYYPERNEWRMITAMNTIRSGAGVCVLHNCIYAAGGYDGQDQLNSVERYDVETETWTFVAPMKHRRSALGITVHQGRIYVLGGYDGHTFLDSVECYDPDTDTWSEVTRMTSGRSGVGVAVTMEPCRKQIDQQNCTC
C-LANA FP = inhibitors of KSHV C-LANA binding to DNA, primary screen, biochemical, fluorescence polarization, FAM-LBS DNA, MBP-C-LANA, single point. Kaposi's sarcoma herpesvirus LANA C-terminal domain (residues 932-1162) DNA binding. inhibition, % at 9 µM. hit rate 0.078% among 340,000;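 active means highest replicate inhibition at or above 60% at 9 µM, even if other replicates fall short; inactive means all replicates below 60% inhibition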;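 further: 0% = neutral control wells and 100% = 4 µM acridine orange control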
Wnt act = Wnt/beta-catenin pathway activators, primary screen, cell-based, plate reader, single point; Wnt/beta-catenin reporter cell assay, activator; activation, % at 9.35 µM; hit rate 1.2% among 300,000; AID 743398, 2014; in the data active means activation above about 30%, passing the limit was not always enough;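 further: 0% = neutral control wells and 100% = positive control wells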
DSG3 Ab inh = inhibitors of pemphigus antibody binding to DSG3, primary screen, biochemical, bead-based, flow cytometry, scFv-GFP | DSG3-coupled beads, scFv-anti-DSG3-GFP binding; stronger effect = lower value | binding (percent of control), % at 10 µM | hit rate 0.48% among 310,000 | AID 588358, 2011;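 active means binding more than 3 SD below its plate's average and above zero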; further: some compounds called inactive have numbers as strong as hits
RTF Ca sens inh = cardiac RTF calcium sensitivity inhibitors, primary screen, biochemical, IANBD-TnC fluorescence, EC70 calcium; IANBD-labeled cardiac RTF, Ca2+ fluorescence; hit rate 0.12% among 340,000; AID 493244, 2011; Troponin I, cardiac muscle (Homo sapiens) + Troponin T, cardiac muscle (Homo sapiens) + …; inhibition, % at 7.15 µM;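 active means inhibition above the mean inhibition of all tested compounds plus 3 SD, cut at about 17% in these data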;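 further: assay run at fixed EC70 calcium of 1.6 mM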
V-ATPase pHluor = regulators of yeast V-ATPase proton pumping, primary screen, pHLuorin cytosolic pH fluorescence; S. cerevisiae; response, % at 10 µM; hit rate 0.37% among 350,000; in the data active means response mostly above about 7.3%, no sharp cut-off; inactive means mostly below about 5.4%; further: actives read high; inactives centre near 0; some compounds called inactive have numbers as strong as hits; reference of the scale not given here
cardiac RTF act = cardiac RTF calcium sensitivity activators, primary screen, biochemical, IANBD-TnC fluorescence, EC20 calcium. Troponin I, cardiac muscle (Homo sapiens) + Troponin T, cardiac muscle (Homo sapiens) + …. IANBD-labeled TnC RTF fluorescence at EC20 calcium; 0% EC20 calcium, 100% full calcium. activation, % at 7.2 µM. hit rate 0.24% among 340,000. AID 493008, 2010;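 active means activation above the mean over all tested compounds plus 3 SD, cut at about 30% in these data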;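 further: rise in fluorescence read as greater calcium sensitivity of cardiac thin filaments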
Arr AP2 block = inhibitors of beta-arrestin/AP2 binding, primary screen, biochemical, GPCR trafficking, flow cytometry; beta-arrestin 1 C-terminal peptide binding to AP2 beta2-adaptin appendage (human); FITC-arrestin peptide / GST-AP2 beads; AP2 beta2 appendage carries R879A mutation; inhibition, % at 10 µM; hit rate 0.31% among 340,000; AID 504490, 2011;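 active means inhibition above a set limit, near 3 SD of compounds lacking own fluorescence, cut at about 54% in these data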;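 further: plate controls were DMSO wells for no effect and 5 µM unlabelled arrestin peptide for full effect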
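Material – GST-tagged AP2 beta2-adaptin appendage (R879A) on 4 µm glutathione beads · Probe or stimulus – fluorescein-tagged arrestin peptide at 50 nM final · Timing – 12 min plus 1 h, RT · Detection – bead flow cytometry, FITC channel · Read-out basis – inhibition as reduced fluorescein signal on beads, percent · Medium – PBS plus Tween 20 (0.05%) and BSA (0.1%)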
The depositor's hits bear a star; . = not tested or not shown.

SMILES	MOR-DOR inv ag	MOR-DOR ag	Keap1-Nrf2 PPI	C-LANA FP	Wnt act	DSG3 Ab inh	RTF Ca sens inh	V-ATPase pHluor	cardiac RTF act	Arr AP2 block
CC1CCN(S(=O)(=O)c2ccc3ccccc3c2)CC1	-12	2.0	-3	1.4	-1	.	-6	-5	-5	-5
CCCN(CCC)CC(=O)N1CC(=O)Nc2ccccc21	6	-1.4	-4	1.1	2	101	-4	-2	-1	7
CCc1cccc(C)c1NC(=O)C1CCCO1 (centres undefined)	10	-1.8	4	-1.2	2	106	2	-4	-2	-9
O=C(NCc1ccccn1)C1CCN(Cc2cccc(OCc3ccccc3)c2)CC1	-3	0.5	2	-1.1	-2	115	-4	-4	2	11
Cc1cccc(NC(=O)C2(c3ccccc3)CC2(Cl)Cl)c1 (centres undefined)	-41	7.4	-4	-0.9	-4	113	2	5	8	-10
CCCCc1ccc(NC(=S)NCC2CCCO2)cc1 (centres undefined)	-31	4.3	-4	-0.3	2	100	-11	1	-5	10
O=c1c2ccccc2oc2c1oc1ccccc12	16	-3.2	0	-1.8	25	100	1	-3	2	8
COC(=O)[C@@H]1C[C@@]2(O)[C@@H](O)[C@@H](O)[C@@H](O)C[C@H]2N1Cc1ccc(Cl)cc1	10	-1.8	3	1.2	-1	102	0	3	-1	10
Clc1ccc(-n2ncc3c(NCc4cccnc4)ncnc32)cc1Cl	16	-3.2	-6	-2.9	21	79	5	1	0	2
COc1ccccc1C(=O)NNC(=O)c1cccc(Br)c1	6	-1.1	-2	-0.7	16	93	2	0	-4	-11
CCOc1ccc(C2NCCc3cc(OC)c(OC)cc32)cc1OC (centres undefined)	5	-1.1	-10	-2.4	5	102	-3	-1	-2	-4
O=C(CCn1ccc2cc(S(=O)(=O)N3CCCC3)ccc21)NCc1ccccc1F	6	-1.1	1	0.3	-3	96	2	-2	-1	-10
COc1cccc(CNS(=O)(=O)/C=C/c2ccc(OC)c(OC)c2)c1	9	-1.7	-4	-1.0	-3	101	-1	4	12	-8
CN1CCN(c2ccc(S(=O)(=O)N3CCCCC3)cc2NC(=O)COc2cccc(Cl)c2)CC1	-10	1.5	1	-0.6	1	92	-3	1	-4	-6
COC(=O)c1ccc(/C=N/NC(=O)C2CC(=O)N(c3ccc(F)cc3)C2)cc1 (centres undefined)	4	-0.8	-1	0.5	-4	123	-14	-3	2	39
CCN(CC(=O)Nc1ccccc1OC)C(=O)CN1C(=O)NC(C)(c2ccc(C)cc2)C1=O (centres undefined)	11	-2.7	4	0.9	-1	.	-7	-2	5	-4
OC(CN1CCN(Cc2ccccc2)CC1)c1ccc(Br)cc1 (centres undefined)	10	-2.1	1	-0.3	-2	101	-7	-3	4	19
Cc1onc(-c2ccccc2)c1C(=O)N1CCOCC1	10	-1.7	-2	-0.1	.	108	8	0	-3	5
Cn1c(CNC(=O)c2ccccc2F)nnc1SCC(=O)Nc1nnc(C2CC2)s1	-21	2.5	-3	0.7	0	104	-2	0	-3	3
COc1ccc(N2C(=O)C3CCCN3C2c2ccccc2OC)cc1 (centres undefined)	-4	0.8	-2	-0.1	2	106	-8	-3	6	20
CCOC(=O)Nc1ccc2c(c1)N(C(=O)N(C)C)c1ccccc1CC2	-2	0.3	-2	-1.3	.	100	0	-3	8	15
O=C(CCc1nc(-c2ccccc2)no1)NCc1cccnc1	17	-3.1	-7	0.8	-1	99	5	1	0	-5
CC(C)NC(=O)/C=C/C(=O)O	9	-1.8	0	-0.9	0	101	-2	4	2	5
CCCN(CCC)CCCn1c(=O)[nH]c2ccccc21	14	-2.7	-1	1.0	-1	101	2	1	3	7
CCOCCCNCc1cn(-c2ccc(F)cc2F)nc1-c1ccccc1C	-41	8.7	-7	1.5	-1	102	-8	-2	0	7
SMILES	MOR-DOR inv ag	MOR-DOR ag	Keap1-Nrf2 PPI	C-LANA FP	Wnt act	DSG3 Ab inh	RTF Ca sens inh	V-ATPase pHluor	cardiac RTF act	Arr AP2 block
CCN1CCCC1CNC(=S)Nc1ccc(C(C)=O)cc1 (centres undefined)	7	-1.6	-6	-1.6	0	107	-2	-2	0	-6
Cn1ccsc1=NC(=O)c1cccc(OC(F)F)c1	11	-2.3	0	-1.6	22	110	-12	4	3	-6
CCOC(=O)C1=C(C)c2ccccc2OC1(C(=O)OCC)C(C)C (centres undefined)	-27	5.5	4	-0.8	-2	101	2	3	-4	17
COc1ccc(CNC(=O)c2ccc(NC(=O)C3=CSCCO3)cc2)cc1	5	-1.0	-4	-0.5	5	102	-2	-1	1	25
O=C(NCC1CCCO1)c1ccc(NC(=O)c2cccc(Cl)c2)cc1 (centres undefined)	9	-1.7	2	0.7	-1	.	-1	-1	-2	-11
Cc1ccc(C)c(OCC(=O)NNC(=O)CSC(=S)N2CCCC2)c1	12	-2.3	-2	-0.6	-3	102	-7	1	0	-10
COc1cccc(NC(=O)C(c2ccccc2)N2CCN(CC(=O)N3CCOCC3)CC2)c1 (centres undefined)	16	-3.8	0	1.3	13	96	-7	1	2	13
CCn1nc(C(=O)Nc2ccccc2N2CCCC2)c2ccccc2c1=O	-6	1.1	5	-0.9	-3	102	7	-3	-12	-7
O=C(N1CCOCC1)N1CCN(S(=O)(=O)N2CCCCC2)CC1	-8	1.7	-5	0.7	.	94	-5	-4	0	6
CC(C)(C#CC(O)(c1ccccc1)c1ccccc1)N1CCCCC1	7	-1.3	-1	-1.8	-3	109	-3	-6	0	5
CC(C)(C)c1ccc(-c2noc(C(=O)NN)n2)cc1	9	-1.8	-1	-2.2	-10	95	-9	0	3	-1
Cc1ccc(OCc2n[nH]c(=S)n2-c2ccccc2)cc1	10	-2.2	-1	-2.7	5	98	-9	-2	-2	-13
O=C(CN1C(=O)NC2(CCCC2)C1=O)OCCOc1ccc(Br)cc1	0	0.0	-6	0.5	0	102	-17	-1	-6	-2
O=C(COC(=O)c1ccc(F)cc1F)NCCNC(=O)COC(=O)c1ccc(F)cc1F	14	-2.7	5	0.1	0	115	-2	-3	-1	4
CN(C)CCOc1ncnc2c1oc1ccccc12	5	-0.9	-5	0.2	.	96	-3	5	-3	4
CCOC(=O)c1c[nH]c2c([N+](=O)[O-])cc(OC)cc2c1=O	-12	2.4	-4	2.2	1	116	-4	2	7	-2
O=[N+]([O-])c1ccc(Nc2ccccc2F)nc1	-32	6.2	0	0.3	-1	101	-9	0	-2	24
CC(=O)Nc1ccc(S(=O)(=O)Nc2nc3ccccc3nc2Nc2ccc(C(=O)O)c(O)c2)cc1	0	0.0	4	90*	-3	115	2	-3	-6	32
CN1CCN(CC(=O)Nc2cccc([N+](=O)[O-])c2)CC1	9	-1.7	-2	0.5	0	104	-4	4	3	-9
O=S(=O)(Cc1ccccc1Cl)CC(O)COc1ccccc1Cl (centres undefined)	12	-1.9	-2	-4.2	7	.	-8	-3	3	14
Cc1cccc(SC2CCN(Cc3nc(CC4CC4)no3)CC2)c1	-19	3.9	-3	-0.8	-1	107	-5	-1	9	-6
COc1ccc(OCCOC(=O)CN2C(=O)NC3(CCCC3)C2=O)cc1	10	-1.5	-1	0.4	0	100	3	-2	1	-7
Cc1ccccc1-n1nc(-c2ccc(N)cc2)cc1N	2	-0.4	0	2.2	.	117	-10	2	4	2
O=C(O)c1cc([N+](=O)[O-])ccc1NCCCc1ccccc1	9	-1.6	3	-1.1	1	102	5	2	4	-5
O=C(Cc1ccccc1Cl)Nc1cccnc1	9	-1.3	-7	0.7	0	85	-12	8	30	5

Compounds above that have a COOH group, in the order listed:
SMILES	MOR-DOR inv ag	MOR-DOR ag	Keap1-Nrf2 PPI	C-LANA FP	Wnt act	DSG3 Ab inh	RTF Ca sens inh	V-ATPase pHluor	cardiac RTF act	Arr AP2 block
CC(C)NC(=O)/C=C/C(=O)O	9	-1.8	0	-0.9	0	101	-2	4	2	5
CC(=O)Nc1ccc(S(=O)(=O)Nc2nc3ccccc3nc2Nc2ccc(C(=O)O)c(O)c2)cc1	0	0.0	4	90*	-3	115	2	-3	-6	32
O=C(O)c1cc([N+](=O)[O-])ccc1NCCCc1ccccc1	9	-1.6	3	-1.1	1	102	5	2	4	-5

The list continues.
SMILES	MOR-DOR inv ag	MOR-DOR ag	Keap1-Nrf2 PPI	C-LANA FP	Wnt act	DSG3 Ab inh	RTF Ca sens inh	V-ATPase pHluor	cardiac RTF act	Arr AP2 block
O=C(NC1CCCC1)c1ncn[nH]1	18	-3.5	-7	1.4	.	85	-3	-2	0	6
Nc1nnnn1/N=C/c1ccccc1OCc1ccccc1	5	-0.9	-1	-0.7	-9	93	5	-4	5	-12
COc1cc(C=O)ccc1OCc1ccncc1	8	-1.5	-4	-0.4	-1	96	-7	-1	2	11
COc1cc(OC)cc(C(=O)NCC(=O)Nc2ccc(OC)c(Cl)c2)c1	-10	2.2	-4	0.4	3	106	-17	0	2	13
CC(C)C[C@@H](CO)N1CCN(C)CCC1=O	13	-2.3	-1	-0.4	2	105	-8	4	-4	2
CC1CN(C(=O)C(C)N2CCN(c3ccccc3Cl)CC2)CC(C)O1 (centres undefined)	18	-3.6	-4	-0.7	0	100	0	-2	7	-4
COc1cccc(CN2CCN(C3CCOCC3)CC2CCO)c1 (centres undefined)	11	-2.1	-4	0.7	-3	92	-2	-3	3	24
Cc1cc(C(=O)CC#N)c(C)n1CC(F)(F)F	1	-0.2	-7	-0.8	.	.	-2	-5	-1	-6
CN(C)c1ccc(CNC(=O)CCNS(=O)(=O)c2cc(Br)cnc2N)cc1	13	-2.7	-1	0.5	.	104	-1	0	-2	36
COc1cc(NC(=O)COc2cccc(OC)c2)cc(OC)c1	8	-1.4	-3	0.7	1	104	1	2	3	1
O=C(C1CC(=O)N(C2CCCC2)C1)N1CCN(c2cccc(C(F)(F)F)c2)CC1 (centres undefined)	-16	2.4	-2	0.6	0	106	-1	3	-2	3
Cc1cccc(N2C(=O)CC(N3CCN(c4ccccc4)CC3)C2=O)c1 (centres undefined)	8	-1.3	-5	0.7	0	103	0	-3	4	8
O=C(Nc1ccccc1C(F)(F)F)c1ncn[nH]1	-2	0.3	-3	0.1	1	102	-10	0	2	16
O=C(NCCCN1CCOCC1)c1cc2ccccc2cc1O	-27	5.0	-6	0.0	-1	100	-10	0	-5	-8
C[C@H]1COC(=O)[C@H](Cc2ccc(F)cc2)C/C=C\C[C@@H](CC(=O)N(CCO)Cc2ccccc2)C(=O)N1	8	-1.3	0	2.2	-3	98	-18	-2	1	.
